# zVAD death inh: inhibitors of zVAD-triggered necroptosis, primary screen, L929 cells. AID 1377, 2008. viability rescue, % at 10 µM. L929 zVAD necroptosis rescue, ATP luminescence, 24 h; with zVAD 60 µM. actives 0.38% (n = 220,000);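 active means activation, scaled between plate controls, above about 75%, limit read from the data; inactive means activation under that limit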;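 further: 0% = zVAD with DMSO and 100% = DMSO alone without zVAD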
# 14-3-3 Bad PPI: inhibitors of 14-3-3 zeta/Bad binding, primary screen, biochemical, TR-FRET, bovine 14-3-3 zeta | actives 0.71% (n = 220,000) | inhibition, % at 21.7 µM | 14-3-3 protein zeta/delta (Bos taurus), P63103 | TR-FRET 14-3-3zeta/Dy647-pBad peptide displacement, 1 h;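 active means inhibition above about 70%, limit read from the data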;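 further: 0% = full 14-3-3 plus peptide FRET controls and 100% = background without 14-3-3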
# Target sequence (P63103 whole entry, looked up): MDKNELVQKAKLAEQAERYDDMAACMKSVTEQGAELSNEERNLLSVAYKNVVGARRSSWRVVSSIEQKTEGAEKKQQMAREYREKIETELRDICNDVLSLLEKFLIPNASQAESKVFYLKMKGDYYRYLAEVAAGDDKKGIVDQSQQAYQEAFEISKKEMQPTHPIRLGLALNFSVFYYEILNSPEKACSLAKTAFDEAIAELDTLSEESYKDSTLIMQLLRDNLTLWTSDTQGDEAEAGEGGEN
# EBV gp42 block: Epstein-Barr virus gp42 inhibitors, primary screen, biochemical, uHTS, fluorescence polarization | AID 1085, 2008 | Fluorescence polarization binding assay, mP read-out | inhibition, % (tested at 21.74 µM) | actives 0.42% (n = 220,000) | Glycoprotein 42 (Epstein-Barr virus (strain AG876)), Q1HVG2; in the data active means inhibition above about 50%
# Target sequence (Q1HVG2 whole entry, looked up): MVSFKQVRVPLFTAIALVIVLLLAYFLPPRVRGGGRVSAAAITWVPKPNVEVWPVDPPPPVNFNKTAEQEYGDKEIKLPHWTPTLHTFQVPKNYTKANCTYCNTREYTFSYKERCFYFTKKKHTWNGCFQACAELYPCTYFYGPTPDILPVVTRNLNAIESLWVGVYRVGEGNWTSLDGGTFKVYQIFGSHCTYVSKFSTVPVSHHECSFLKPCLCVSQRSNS
# NCF1 inh: p47phox/p22phox peptide binding inhibitors, primary screen, biochemical, uHTS, NADPH oxidase regulatory subunit; fluorescence polarization, 2 h; inhibition, % at 24.7 µM; actives 0.53% (n = 220,000);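 active means inhibition above about 30%, limit read from the data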;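 further: 0% = p47phox with labelled peptide and 100% = labelled peptide alone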
# MDM2 E3 inh: MDM2-luciferase reporter signal enhancers, primary screen, MDM2 E3 ligase inhibitor project, cell-based, luminescence, 1536-well. cell-based MDM2 ubiquitination luciferase reporter, 2 h; 0 = plate control, 100 = twice control, blank-subtracted. actives 0.11% (n = 210,000). E3 ubiquitin-protein ligase Mdm2 (Homo sapiens), Q00987. signal enhancement, % at 5 µM;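 active means signal enhancement of 30% or more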;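 further: luminescence tracks abundance of the self-degrading MDM2-luciferase fusion protein; higher signal means inhibition of MDM2 E3 ligase activity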
# Target sequence (Q00987 whole entry, looked up, the tested form may be a part): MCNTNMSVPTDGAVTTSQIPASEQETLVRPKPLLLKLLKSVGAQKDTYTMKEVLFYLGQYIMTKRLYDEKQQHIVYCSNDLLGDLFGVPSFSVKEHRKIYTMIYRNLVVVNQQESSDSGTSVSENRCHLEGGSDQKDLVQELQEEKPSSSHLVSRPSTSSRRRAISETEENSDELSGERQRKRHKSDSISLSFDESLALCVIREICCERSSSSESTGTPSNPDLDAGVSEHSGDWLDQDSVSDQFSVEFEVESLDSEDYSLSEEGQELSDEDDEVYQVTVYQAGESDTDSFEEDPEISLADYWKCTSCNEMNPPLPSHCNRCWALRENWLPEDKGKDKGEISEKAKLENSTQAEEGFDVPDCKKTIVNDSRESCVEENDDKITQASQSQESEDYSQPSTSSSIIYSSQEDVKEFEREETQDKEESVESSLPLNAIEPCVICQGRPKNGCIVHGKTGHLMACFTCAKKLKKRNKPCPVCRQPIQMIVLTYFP
#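 Assay system: stable mammalian line carrying autodegrading MDM2–luciferase fusion reporter; amount: 2000 cells seeded into each well; buffer or medium: DMEM; benchmarks: plate control and blank wells; signal: luciferase luminescence; timing: 2 h compound exposure at 37 °C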
# Runt-CBFb FRET: inhibitors of RUNX1 Runt–CBFb binding, primary screen, biochemical, FRET, Cerulean-Runt, Venus-CBFb, uHTS | Cerulean-Runt/Venus-CBFb FRET ratio 530/480, 1 h | inhibition, % at 20 µM | actives 0.46% (n = 220,000);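 active means inhibition over about 50% at 20 µM in the single-dose screen, limit read from the data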;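 further: 0% = DMSO wells and 100% = excess unlabeled CBFb competitor control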
#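 System: Cerulean-labeled Runt domain protein | Quantity: 100 nM of each labeled protein | Schedule: 1 h compound exposure, room temperature | Detection: Fluorescence energy transfer, 422 nm excitation, 530/480 nm emission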
# Hck Nef HTS: inhibitors of Nef-activated human Hck kinase, primary screen, biochemical, Z-Lyte FRET, 384-well, Hck-YEEI | Tyrosine-protein kinase HCK (Homo sapiens), P08631 | Recombinant Hck-YEEI plus Nef, Z-Lyte FRET kinase assay | inhibition, % at 20 µM | actives 0.68% (n = 220,000) | AID 463187, 2010;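 active means Hck-Nef kinase inhibition above about 50%, limit read from the data; inactive means inhibition below that limit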;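 further: 0% = DMSO with Hck plus Nef and 100% = Hck alone without Nef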
# TbHK1 inh: Trypanosoma brucei hexokinase 1 inhibitors, primary screen, biochemical, G6PDH-coupled NADH absorbance, MLSCN library; hexokinase 1 [Trypanosoma brucei]; inhibition, % at 10 µM; AID 1430, 2008; actives 0.11% (n = 220,000); recombinant TbHK1, G6PDH-coupled NADH A340;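 active means inhibition of 50% or more in the single-dose primary screen; inactive means inhibition below 50%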
# Runt-SMMHC FRET: inhibitors of RUNX1 Runt–CBFb-SMMHC binding, primary screen, biochemical, FRET, Cerulean-Runt, Venus-CBFb-SMMHC, uHTS; Cerulean-Runt/Venus-CBFb-SMMHC FRET ratio 530/480, 1 h; inhibition, % at 20 µM; actives 0.74% (n = 220,000); AID 1434, 2008;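 active means mean inhibition across duplicate retests at 20 µM reaching about 50%, limit read from the data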;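 further: 0% = DMSO wells and 100% = wells with excess untagged CBFb-SMMHC; inhibitors lower the FRET ratio by blocking Runt binding to CBFb-SMMHC; some results filed as inactive read as strong as hits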
# The depositor's hits bear a star; · = no result given; [ ] = remark or other dose. Compounds as they come; 3.2% or so of the library scored in one or more.
SMILES,zVAD death inh,14-3-3 Bad PPI,EBV gp42 block,NCF1 inh,MDM2 E3 inh,Runt-CBFb FRET,Hck Nef HTS,TbHK1 inh,Runt-SMMHC FRET
COc1ccc2nc(SC)cc(C)c2c1,0.1,-0.5,-8.4,-7.5,-5.9,1.2,17.7,-16.5,-13.7
Cc1nc2nc(-c3cccs3)cn2nc1C,-0.1,-0.6[fluorescence artefact?],68.4*,-32.7,-9.9,-4.2,-7.9,3.9,-105.1
Cc1cccn2c(CNCC3OCCc4ccccc43)c(C(=O)N3CCCCC3)nc12 (centres undefined),-0.8,-12.0,5.6,-4.6,2.6,-0.5,-2.4,-2.2,2.9
O=C(Cc1c(O)c2ccccc2[nH]c1=O)OC1CCCCC1,-0.3,6.0[fluorescence artefact?],-7.3,-3.0,-8.2,-0.8,0.5,2.2,1.2
CC(=O)Nc1nc(COc2ccccc2)cs1,-0.5,3.2,-5.7,-5.0,-10.5,2.9,9.1,1.9,-3.9
O=c1cc[nH]c2cccc(Cc3ccccc3)c12,-0.2,11.9,0.1,0.0,1.6,-0.6,1.3,-8.1,-1.9
COC(=O)c1c(NC(=O)CC2Nc3cc(C)c(C)cc3NC2=O)sc(C)c1C (centres undefined),0.6,23.9,-96.9,-22.6,2.8,12.6,4.4,-1.2,6.4
O=C(NCc1ccc(S(=O)(=O)NC2CCCCC2)s1)c1ccccc1,0.5,4.5,-6.2,-2.3,-13.6,-0.1,-8.3,0.0,0.7
CCc1c(C)nc2nc(NC(C)=O)[nH]n2c1=O,0.2,11.5[fluorescence artefact?],0.1,1.7,-5.6,2.8,10.8,-4.2,1.2
CC(C)(C)n1nnnc1CN(Cc1cccnc1)Cc1ccccc1Cl,-0.8,2.8,9.5,-11.8,-12.1,-3.1,1.0,-5.6,-4.7
CC(C)CNC(=O)c1cc(-c2ccc(Br)cc2)on1,4.7,1.9,-24.9,-3.9,-16.7,2.1,0.5,-8.6,0.1
Cc1cccc(CN2C(=O)N/C(=C/c3ccc(C)s3)C2=O)c1,0.7,0.6,-97.1,-20.1,-16.0,2.0,-8.7,-7.6,0.2
O=C(c1ccco1)N1N=C(c2ccccc2)CC1c1ccc2nccnc2c1 (centres undefined),-0.6,-4.6,8.0,8.5,-7.2,0.0,19.5,-18.1,-1.6
CC1(C)CC(=O)C2=C(C1)N(c1cccnc1)C(N)=C(C#N)C2c1cccs1 (centres undefined),0.6,-11.5,-16.2,-20.9,-0.2,3.3,2.2,-5.0,-1.6
COc1ccc(CCNC(=O)C2CCN(C(=O)NC3CCCCC3)CC2)cc1,-0.4,3.2,-4.4,-2.2,·,-1.6,4.2,-2.8,-0.5
O=C(NCc1ccc(OC(F)(F)F)cc1)C12CN(Cc3ccccc3)CC1C(c1cccc([N+](=O)[O-])c1)=NO2 (centres undefined),0.4,6.4,-7.5,-5.4,-5.8,0.1,2.0,-5.6,2.6
CCNc1ccc([N+](=O)[O-])cc1,0.5,7.3,-8.5,-6.4,4.0,-0.2,9.7,-18.4,-2.7
COc1ccc(NC(=O)COC(=O)COc2ccc(Br)cc2)cc1,0.5,-8.9,-3.0,-8.0,-11.0,-1.1,28.6,4.3,-2.1
Fc1cccc(CSc2ccc(-c3ccco3)nn2)c1,0.6,3.5,5.9,3.2,-9.0,41.0,0.8,2.8,31.5
COc1ccc(NC(=O)NC2CCN(C(C)C)CC2)c(OC)c1,0.6,-4.9,-10.6,-5.1,-11.8,1.7,-0.3,-2.2,1.9
O=C(Nc1ccc(OC(F)F)c(Cl)c1)[C@@H]1CCCN1C(=O)c1cccs1,0.1,-18.1,-6.2,0.8,-20.7,1.2,2.5,2.1,-0.1
Cc1ccccc1N(CC(=O)NCc1ccco1)C(=O)CCC(=O)Nc1nccs1,-0.3,-2.5,-8.9,-2.6,-29.0,-0.7,13.0,-0.6,0.7
COc1ccc(N(C)S(=O)(=O)c2c(C)noc2C)c(OC)c1,3.3,-17.0,-14.2,-18.8,-30.1,-0.2,23.2,0.9,4.0
CCn1c(-c2nn(-c3ccc(C)cc3)ccc2=O)n[nH]c1=S,4.0,88.2*,-1.8,-8.5,-18.5,8.3,20.2,-13.9,14.6

# Entries of single compounds from above. Order of values: zVAD death inh, 14-3-3 Bad PPI, EBV gp42 block, NCF1 inh, MDM2 E3 inh, Runt-CBFb FRET, Hck Nef HTS, TbHK1 inh, Runt-SMMHC FRET
# CC(C)(C)n1nnnc1CN(Cc1cccnc1)Cc1ccccc1Cl across the screens: -0.8, 2.8, 9.5, -11.8, -12.1, -3.1, 1.0, -5.6, -4.7
# CCn1c(-c2nn(-c3ccc(C)cc3)ccc2=O)n[nH]c1=S across the screens: 4.0, 88.2*, -1.8, -8.5, -18.5, 8.3, 20.2, -13.9, 14.6
# O=C(Cc1c(O)c2ccccc2[nH]c1=O)OC1CCCCC1 across the screens: -0.3, 6.0[fluorescence artefact?], -7.3, -3.0, -8.2, -0.8, 0.5, 2.2, 1.2

# Continuation.
SMILES,zVAD death inh,14-3-3 Bad PPI,EBV gp42 block,NCF1 inh,MDM2 E3 inh,Runt-CBFb FRET,Hck Nef HTS,TbHK1 inh,Runt-SMMHC FRET
CCn1c(O)c(C=NCCN2CCOCC2)sc1=S,-0.2,1.0,-1.9,-21.0,-10.2,0.0,-0.4,2.1,-0.7
COc1cccc(NC(=O)Nc2nccc(C)n2)c1,7.6,-4.6,-6.9,-0.6,-64.0,1.7,6.1,-7.1,3.8
O=CN/N=C/c1c(O)ccc2ccccc12,-0.5,-9.5,46.2,-0.3,-13.7,-89.9,-5.5,-18.9,-129.7
O=C(N/N=C/c1cccnc1)c1ccc([N+](=O)[O-])cc1,0.2,-6.1,-10.5,-10.7,-9.5,0.6,-0.6,-18.4,4.9
COc1cccc(C(=O)OCn2nnc3ccccc3c2=O)c1OC,-0.8,2.5,-10.3,-10.1,-5.9,3.4,19.5,-0.7,-1.4
Cc1cccc(C(CC(=O)NCCc2ccccc2)c2ccccc2)c1O (centres undefined),1.4,-5.5,6.8,-1.2,-3.5,1.2,10.9,-5.1,-0.1
COc1ccc(/C=N/NS(C)(=O)=O)c(OC)c1,0.9,-1.1,0.7,-4.1,-12.0,1.0,2.1,-8.1,-1.5
Cn1c(=O)oc2cc(S(=O)(=O)NCCN3CCc4ccccc4C3)ccc21,2.2,-0.9,6.8,-6.0,-4.0,-3.8,3.0,-1.0,2.5
Cc1cccnc1NC(=O)c1ccc(S(=O)(=O)N2CC(C)OC(C)C2)cc1 (centres undefined),0.9,-11.7,1.8,3.3,2.9,0.9,19.8,-5.6,0.8
C=CCOc1ccc(CNc2nn[nH]n2)cc1,0.5,10.2,-21.4,-5.9,-13.3,0.1,0.6,-5.2,-4.5
Cc1cccc(Nc2ncc3c(n2)CC(c2ccco2)CC3=O)c1 (centres undefined),-0.1,1.4,-14.8,-36.1,-23.7,9.7,-0.4,-27.5,0.5
CC1CC(C)(C)CC2(C1)NC(=S)N(c1ccccc1)N2 (centres undefined),-0.9,-13.1,-17.2,-10.8,-9.9,2.5,0.5,5.4,2.4
CC(C)(C)N(Cc1ccccc1)C(=O)CSc1nc2ccccc2c(=O)[nH]1,-0.9,-4.4[fluorescence artefact?],-15.3,-19.5,-8.6,-4.0,-17.1,3.3,1.0
COc1ccc(C(=O)COC(=O)c2cc(S(=O)(=O)NCc3ccccc3)ccc2O)cc1,1.2,-4.4,-18.9,-45.0,-12.5,-8.2,0.9,-4.0,1.0
CS(=O)(=O)Nc1ccc(C(=O)NC2CCCCC2)cc1,3.6,-9.6,-12.7,-24.5,-8.2,1.1,16.6,3.8,0.8
CC1=C(OC(=O)C(C)(C)C)C(C)(C)C(c2ccccc2)OC1=O (centres undefined),0.8,-16.5,-6.6,0.6,-16.2,-3.3,2.7,29.5,1.1
Cc1cc(C)n2c(Nc3ccc4c(c3)OCCO4)c(-c3ccc(C)o3)nc2n1,-0.5,4.7,-12.7,-15.2,-3.7,23.7,-1.2,-27.3,5.8
O=C(NCCSCc1ccc(Cl)cc1)c1cccs1,-0.2,-21.6,-0.5,-9.6,-8.2,0.4,9.0,-8.8,-0.7
CCCCNC(=O)CSc1nnc(Cc2ccccc2)n1CC1CCCO1 (centres undefined),12.0,-5.8,-8.5,-3.5,-4.1,0.9,14.3,0.0,1.1
O=C1C=C(Nc2ccc(Cl)cc2)CC(c2ccccc2)C1 (centres undefined),-0.8,-1.2,-8.3,-6.6,4.1,1.2,2.4,-0.1,-0.6
CCN(CC1COc2ccccc2O1)S(=O)(=O)c1ccc(C)cc1 (centres undefined),1.6,-13.5,-7.3,-5.2,-1.7,-2.1,2.2,38.6,-1.5
CCN1C(=O)N(S(=O)(=O)C(F)(F)F)[C@@H](c2ccccc2)C(C(=O)OC)=C1C,-0.4,-10.1,-11.0,-17.1,16.8,0.5,26.2,-14.9,-0.4
CN(C)CCNC(=O)c1cccc(NS(=O)(=O)c2ccc(Cl)c(Cl)c2)c1,0.5,-1.2,-15.6,-9.1,-13.9,1.6,22.8,6.5,2.6
O=C(COC(=O)c1cc(NS(=O)(=O)c2cccs2)ccc1O)Nc1ccccc1,0.8,-2.3,4.6,-5.8,·,3.4,-5.7,1.6,1.1
O=c1c2c(ncn1CCO)nc1n2CCC1,0.1,-1.9[fluorescence artefact?],-22.9,-5.9,-10.4,0.6,0.0,2.1,1.9
CC(C)c1c(O)nc(SCCN2CCOCC2)[nH]c1=O,0.1,15.2[fluorescence artefact?],1.8,-18.4,-0.6,-3.1,0.6,-0.3,-2.8
CC1(C)CC(=O)C2=C(C1)N(Cc1ccco1)C(=O)NC2(C(F)(F)F)C(F)(F)F,0.4,3.9,1.3,-3.8,-14.6,1.4,-2.0,-0.3,1.8
COc1cccc(-n2c(SCC(N)=O)nc3c([nH]c4ccccc43)c2=O)c1,5.0,·,-7.8,-5.6,-2.0,0.5,3.4,-7.5,0.3
CCn1nc(CCC(=O)O)c2ccccc2c1=O,0.0,0.2,-4.9,-10.1,11.4,-2.0,3.3,-4.9,3.9
CC(C)NC(=O)C1CCN(C2CCN(C(=O)c3ccc4cccc(F)c4n3)CC2)CC1,1.2,0.1,-2.0,-11.4,7.0,2.4,13.4,-3.9,2.1
Cc1ccccc1NC(=O)c1ccc(F)c(S(=O)(=O)N2CCCCC2)c1,3.1,5.4,4.9,5.5,-4.7,-3.7,20.2,7.2,-1.2
O=C(NCC(c1cccnc1)N1CCN(c2ccc(F)cc2)CC1)c1ccc2c(c1)OCO2 (centres undefined),-0.3,0.4,-6.1,-5.8,-5.0,3.0,10.7,-11.2,2.7

# Assay outcomes (PubChem)
